Assay outcomes: PubChem BioAssay, National Center for Advancing Translational Sciences (NCATS)
Pol iota inh: inhibitors of human DNA polymerase iota | Q9UNA4 | Pol iota fluorescent replication assay, 10 min | Potency, µM (top dose mostly 115 µM), for inactives: at the top dose activity, negative = inhibition, usual class: inhibitors | hit rate 1% among 390,000 | AID 588590
Target sequence (Q9UNA4 whole entry, looked up): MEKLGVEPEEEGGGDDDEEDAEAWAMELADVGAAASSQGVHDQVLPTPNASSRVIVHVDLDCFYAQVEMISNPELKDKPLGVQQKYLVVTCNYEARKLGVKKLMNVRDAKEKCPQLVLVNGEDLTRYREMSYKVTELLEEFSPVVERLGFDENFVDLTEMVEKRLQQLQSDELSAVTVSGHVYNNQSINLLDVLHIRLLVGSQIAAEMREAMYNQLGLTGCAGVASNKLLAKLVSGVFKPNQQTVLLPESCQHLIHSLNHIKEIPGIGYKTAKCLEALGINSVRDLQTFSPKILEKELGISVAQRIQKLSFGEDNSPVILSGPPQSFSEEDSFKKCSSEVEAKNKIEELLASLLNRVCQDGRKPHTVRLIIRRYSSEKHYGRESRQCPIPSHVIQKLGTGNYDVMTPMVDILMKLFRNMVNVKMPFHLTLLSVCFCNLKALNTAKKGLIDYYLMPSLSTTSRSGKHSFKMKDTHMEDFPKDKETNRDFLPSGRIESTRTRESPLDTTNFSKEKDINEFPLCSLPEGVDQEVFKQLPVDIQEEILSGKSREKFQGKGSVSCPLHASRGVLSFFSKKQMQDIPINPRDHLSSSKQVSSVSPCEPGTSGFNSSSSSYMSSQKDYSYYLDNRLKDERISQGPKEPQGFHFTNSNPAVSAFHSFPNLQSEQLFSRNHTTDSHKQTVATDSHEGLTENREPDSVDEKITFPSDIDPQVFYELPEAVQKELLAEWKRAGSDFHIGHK
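Pol iota at 10 nM preincubated 15 min with compounds at room temperature; reaction started with fluorescent substrate, 50 nM final. Fluorescence read kinetically at 0 and 10 min; buffer-only wells as negative control.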
BLM inh: blocks DNA unwinding by human BLM helicase; recombinant BLM DNA unwinding, fluorescence dequenching; Potency, µM (doses to about 56.1 µM), without a hit: at the highest dose activity change, negative = inhibition, most hits filed as inhibitors; hit rate 0.2% among 350,000; AID 2528;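 also: plate controls were vehicle for no effect and no enzyme for full effect; nearly all actives have a fitted effect of over 35% in size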
POLK inh: DNA polymerase kappa (human) inhibition; Q9UBT6; purified Pol kappa, fluorescent DNA synthesis assay, 10 min; Potency, µM (titrated, usually from 107 µM), without a hit: top-dose activity, negative = inhibition, most hits filed as inhibitors; hit rate 0.53% among 400,000; AID 588579; also: % is scaled to controls: 0 for no effect and ±100 for the full control effect
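Kinetic fluorescence screen: compound preincubated 15 min RT with 10 nM enzyme; 50 nM substrate (final) initiates; reads at 0/10 min.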
BAZ2B block: blocks human BAZ2B. AID 504333. Q9UIF8. hit rate 4.4% among 360,000. AlphaScreen BAZ2B-H3K14Ac peptide displacement. Potency, µM (top dose mostly 114 µM), for inactives: top-dose activity change, negative = inhibition, most hits filed as inhibitors; also: % is scaled to controls: 0 for no effect and ±100 for the full control effect; nearly all actives have a fitted effect of over 60% in size
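AlphaScreen displacement of biotin-H3(5-23)K14Ac peptide (50 nM final) from BAZ2B (50 nM final) in PBS pH 7.4, 0.01% Tween-20; complex preformed 30 min RT, then compounds (top 110 uM) 30 min RT, beads 20 min dark.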
Pol beta inh: inhibitors of human DNA polymerase beta; P06746; Pol beta primer extension/strand displacement, fluorescence kinetic; Potency, µM (doses to about 114 µM), without a hit: at the highest dose activity change, negative = inhibition, actives largely listed as inhibitors; hit rate 1.3% among 340,000; AID 485314; also: % is scaled to controls: 0 for no effect and ±100 for the full control effect
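Pol beta (10 nM) was preincubated with compound for 15 min at room temperature. The reaction was then started with 50 nM substrate and read immediately and after a further 10 min at room temperature.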
G9a inh: G9a (human) methyltransferase inhibition | Q96KQ7 | G9a H3K9 monomethylation, AlphaScreen, 2 h | Potency, µM (doses to about 102 µM), for the others: at the highest dose activity, negative = inhibition, most hits filed as inhibitors | hit rate 8.8% among 350,000; also: % is scaled to controls: 0 for no effect and ±100 for the full control effect; nearly all actives have a fitted effect of over 75% in size
Target sequence (Q96KQ7 913-1193 limits assumed): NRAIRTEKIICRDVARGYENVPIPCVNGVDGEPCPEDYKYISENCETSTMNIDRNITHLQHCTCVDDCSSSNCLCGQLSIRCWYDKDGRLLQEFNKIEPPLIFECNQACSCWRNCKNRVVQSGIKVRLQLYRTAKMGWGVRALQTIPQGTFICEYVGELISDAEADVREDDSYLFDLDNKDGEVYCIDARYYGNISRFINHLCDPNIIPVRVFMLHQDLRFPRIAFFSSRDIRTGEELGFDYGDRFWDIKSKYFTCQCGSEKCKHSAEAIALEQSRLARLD
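Methyltransferase reactions run at room temperature for 2 h (20 nM enzyme, 500 nM biotin-H3K9 peptide, 20 uM SAM) after a 15 min compound preincubation; product detected by AlphaScreen beads and anti-H3K9me1 antibody.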
POLH inh: inhibitors of human DNA polymerase eta. Q9Y253. hit rate 1.2% among 390,000. Potency, µM (titrated, usually from 114 µM), inactives show at the highest dose activity change, negative = inhibition, usual class: inhibitors. recombinant Pol eta, fluorescent DNA replication assay. AID 588591; also: % is scaled to controls: 0 for no effect and ±100 for the full control effect
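Pol eta at 10 nM preincubated with compounds 15 min at room temperature; reaction started with fluorescent substrate (50 nM final) and read kinetically at 0 and 10 min.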
JMJD2A Tudor: inhibitors of human JMJD2A Tudor domain; O75164; AlphaScreen JMJD2A-Tudor / H3K4me3 peptide binding; Potency, µM (top dose mostly 114 µM), for inactives: top-dose activity change, negative = inhibition, hits mostly inhibitors; hit rate 4.4% among 390,000; AID 504339; also: % is scaled to controls: 0 for no effect and ±100 for the full control effect; nearly all actives have a fitted effect of over 50% in size
APE1 inh: APE1 (human) endonuclease inhibition; hit rate 0.35% among 350,000; recombinant APE1, TAMRA/BHQ-2 abasic DNA cleavage fluorescence; Potency, µM (series often up to 65.8 µM), inactives show top-dose activity change, negative = inhibition, hits mostly inhibitors; P27695; AID 2517;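 also: plate controls were vehicle for no effect and reference inhibitor for full effect; nearly all actives have a fitted effect of over 55% in size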
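APE1 at 0.75 nM preincubated 15 min at room temperature with compound. Reaction then started with 50 nM double-stranded THF-abasic substrate labelled with TAMRA/BHQ-2, and 525/598 nm fluorescence read kinetically. Activity taken as third-minus-first read difference, normalized to DMSO and NSC13755 controls.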
* hit, by the source's call; [ ] = remark or other dose. Calls follow the shape of the dose curve; as a rule, active = well fitted curve in the direction sought with a large enough effect; inconclusive = small, poorly fitted or top-dose-only effect, or another doubt; inactive = no such curve, though single readings can be large; an effect the other way counts as inactive or inconclusive. Potency is read from the fitted curve at half-maximal effect. A portion of the library, so the mix of outcomes need not match the whole.

What do the screens show for `CC(C)N1CCN(c2ccncc2S(=O)(=O)N2CCOCC2)CC1`?
Pol iota inh: 3%; BLM inh: 3%; POLK inh: -8%; BAZ2B block: 8%; Pol beta inh: 8%; G9a inh: 4%[2.33 µM]; POLH inh: -2%; JMJD2A Tudor: -5%[11.4 µM]; APE1 inh: 2%

Results for O=C(NCCCN1CCOCC1)C(=O)NCC1OCCN1S(=O)(=O)c1ccc(F)cc1 (stereo not given) ?
Pol iota inh: 35%[activator]; BLM inh: 1%; POLK inh: -5%; BAZ2B block: -19%; Pol beta inh: 18%; G9a inh: 43%; POLH inh: -17%; JMJD2A Tudor: -9%; APE1 inh: 34%

Results for COCCn1c(C)cc(C(=O)CSc2nc(C)nc3sc4c(c23)CCC4)c1C ?
Pol iota inh: 16%; POLK inh: -2%; POLH inh: 4%; JMJD2A Tudor: -16%

Results for Cc1ccc(NC(=O)CSc2n[nH]c(-c3ccc(F)cc3)n2)cc1F ?
Pol iota inh: -5%; BLM inh: -5%; POLK inh: -10%[60.1 µM]; BAZ2B block: 0%; Pol beta inh: 5%; G9a inh: -3%[59 µM]; POLH inh: -14%; JMJD2A Tudor: -16%

How did CC(C)OC(=O)C1CC(C)(O)C(=O)C(C(=O)OC(C)C)C1c1ccc([N+](=O)[O-])cc1 (stereo not given) do in these assays?
Pol iota inh: 1%; BLM inh: -9%; POLK inh: -4%; BAZ2B block: -37%; Pol beta inh: 3%; G9a inh: 4%[59 µM]; POLH inh: -9%; JMJD2A Tudor: -19%; APE1 inh: 3%

What do the screens show for `COc1ccc(C)cc1S(=O)(=O)N1CCCC(C(=O)NCC2CCCO2)C1` (stereo not given)?
Pol iota inh: 2%; BLM inh: 0%; POLK inh: -2%; BAZ2B block: -2%; Pol beta inh: 17%; G9a inh: -18%[12.7 µM]; POLH inh: 2%; JMJD2A Tudor: -6%; APE1 inh: 0%

How did COC(=O)CCSCC(=O)Nc1ccc(S(=O)(=O)N2CCOCC2)cc1OC do in these assays?
Pol iota inh: 14%; BLM inh: -8%; POLK inh: 2%; BAZ2B block: 2%; Pol beta inh: 4%; G9a inh: 9%; POLH inh: -19%; JMJD2A Tudor: -9%[11.4 µM]; APE1 inh: -1%

How did Cc1cc(Cl)ccc1OCCCC(=O)N1CCN(C)CC1 do in these assays?
Pol iota inh: -8%; BLM inh: -2%; POLK inh: -14%; BAZ2B block: -8%; Pol beta inh: 53%; G9a inh: 21%[0.0925 µM]; POLH inh: 1%; JMJD2A Tudor: -6%; APE1 inh: 18%

How did COc1cc2nc(C3CCC3)n(NC(=O)C3CCCC(OC)C3)c(=O)c2cc1OC (stereo not given) do in these assays?
Pol iota inh: 20%; BLM inh: 2%; POLK inh: -6%; BAZ2B block: 2%; Pol beta inh: -9%; G9a inh: 6%[12.7 µM]; POLH inh: -4%; JMJD2A Tudor: -15%; APE1 inh: 12%

How did O=C(NCc1ccco1)/C(=C\c1cccs1)NC(=O)c1ccsc1 do in these assays?
Pol iota inh: inconclusive; BLM inh: -2%; POLK inh: -41%; BAZ2B block: -32%; Pol beta inh: inconclusive; G9a inh: -2%[59 µM]; POLH inh: inconclusive; JMJD2A Tudor: -29%; APE1 inh: 0%

How did Cc1cc(C)cc(Nc2nnc(-n3nc(C)cc3C)c3ccccc23)c1 do in these assays?
Pol iota inh: 4%; BLM inh: -2%; POLK inh: 7%; BAZ2B block: -1%; Pol beta inh: -1%; G9a inh: 1%[59 µM]; POLH inh: 0%; JMJD2A Tudor: -4%

How did Cc1cccc(C(=O)O/N=C2\CCCc3ccccc32)c1 do in these assays?
Pol iota inh: 16%; BLM inh: -8%; POLK inh: -3%; BAZ2B block: 81%[activator]; Pol beta inh: 1%; G9a inh: 174%[activator]; POLH inh: -10%; JMJD2A Tudor: 69%[activator]; APE1 inh: -5%

What do the screens show for `N#Cc1c(-c2ccccc2)cc(-c2ccccc2)[nH]c1=O`?
Pol iota inh: 5%; BLM inh: 0%; POLK inh: 0%; BAZ2B block: 6%; Pol beta inh: 4%; G9a inh: 37%[activator]; POLH inh: inconclusive; JMJD2A Tudor: -4%; APE1 inh: 1%

What do the screens show for `O=C(NCC1CCCO1)c1cn(Cc2ccccc2)nc1-c1ccccc1` (stereo not given)?
Pol iota inh: 5%; POLK inh: 0%; BAZ2B block: -6%; G9a inh: 4%[59 µM]; POLH inh: -6%; JMJD2A Tudor: -13%; APE1 inh: 10%

Results for c1ccc(Cn2c(Sc3nnnn3-c3ccccc3)nnc2-c2ccccc2)cc1 ?
Pol iota inh: 5%; BLM inh: -1%; POLK inh: 3%; BAZ2B block: 8%; Pol beta inh: -23%; G9a inh: 8%[12.7 µM]; POLH inh: -3%; JMJD2A Tudor: -10%; APE1 inh: 1%

What do the screens show for `O=C(CCc1nnc(-c2ccccc2)o1)c1ccc(Cl)cc1`?
Pol iota inh: 15%; BLM inh: 0%; POLK inh: 9%; BAZ2B block: -13%; Pol beta inh: 0%; G9a inh: 9%; POLH inh: -16%; JMJD2A Tudor: 3%; APE1 inh: 6%

What do the screens show for `COc1ccc(NC(=O)c2cc3nc(-c4ccc(Cl)c(Cl)c4)cc(C(F)(F)F)n3n2)c(OC)c1`?
Pol iota inh: 32%[activator]; BLM inh: -2%; POLK inh: -7%; BAZ2B block: -2%; Pol beta inh: 1%; G9a inh: 3%[59 µM]; POLH inh: -14%; JMJD2A Tudor: -20%

Results for O=C1/C(=C\c2ccsc2)N2CCC1CC2 ?
Pol iota inh: 87%[activator]; BLM inh: -3%; POLK inh: -11%; BAZ2B block: -1%; Pol beta inh: 19%; POLH inh: -18%; JMJD2A Tudor: -11%; APE1 inh: 5%

What do the screens show for `Cc1ccccc1NC(=O)c1ccc(-n2cncn2)nc1`?
Pol iota inh: -1%; BLM inh: 1%; POLK inh: -14%; BAZ2B block: -10%; Pol beta inh: inconclusive; G9a inh: -27%[59 µM]; POLH inh: -7%; JMJD2A Tudor: -6%; APE1 inh: -2%

How did O=C(NCc1nc2ccccc2[nH]1)C1=C[C@@H](c2ccccc2)C[C@@H](OCCCCO)O1 do in these assays?
Pol iota inh: -24%; BLM inh: -6%; POLK inh: -11%; BAZ2B block: 2%; Pol beta inh: 1%; G9a inh: 22%[12.7 µM]; POLH inh: -9%; JMJD2A Tudor: -23%; APE1 inh: -3%

How did O=C(NNC(=O)c1ccc[nH]1)Nc1cccc(C(F)(F)F)c1 do in these assays?
Pol iota inh: 7%; BLM inh: -7%; POLK inh: -7%; BAZ2B block: -14%; Pol beta inh: 3%; POLH inh: -1%; JMJD2A Tudor: -22%; APE1 inh: 20%

What do the screens show for `COc1ccc(CNC(=S)Nc2ccc3nc(N4CCN(C)CC4)cc(C)c3c2)cc1`?
Pol iota inh: 91%[activator]; BLM inh: -6%; POLK inh: -2%; BAZ2B block: inconclusive; Pol beta inh: 5%; G9a inh: 45µM*; POLH inh: -14%; JMJD2A Tudor: inconclusive; APE1 inh: -1%

Results for CCN(CC1CCCO1)C(=O)c1cc(COc2ccc(OC)cc2Cl)on1 (stereo not given) ?
Pol iota inh: 16%; BLM inh: -1%; POLK inh: 14%; BAZ2B block: 1%; Pol beta inh: 10%; G9a inh: 25%; POLH inh: -17%; JMJD2A Tudor: 6%; APE1 inh: -7%

Results for CC(CNC(=O)Cn1ccc(N)nc1=O)c1ccccc1 (stereo not given) ?
Pol iota inh: 6%; POLK inh: 4%; BAZ2B block: -3%; G9a inh: -7%[0.501 µM]; POLH inh: -20%; JMJD2A Tudor: 1%; APE1 inh: 20%

Results for Cc1ccc(C(=O)Nc2ccc3c(c2)OCO3)cc1NC(=O)c1ccco1 ?
Pol iota inh: 42%[activator]; BLM inh: -7%; POLK inh: 3%; BAZ2B block: inconclusive; Pol beta inh: -1%; G9a inh: -2%; POLH inh: 8%; JMJD2A Tudor: -14%; APE1 inh: 11%

How did COCCCNC(=O)c1[nH]c2ccccc2c1Sc1ccc(C)cc1 do in these assays?
Pol iota inh: 9%; BLM inh: 2%; POLK inh: -9%; BAZ2B block: 4%; Pol beta inh: 0%; G9a inh: -31%[59 µM]; POLH inh: -19%; JMJD2A Tudor: -14%

How did COc1ccc(NC(=O)Cn2c(NCC(C)O)nc3ccccc32)cc1Cl (stereo not given) do in these assays?
Pol iota inh: 6%; BLM inh: 1%; POLK inh: -1%; BAZ2B block: -7%; Pol beta inh: 7%; G9a inh: 11%; POLH inh: 2%; JMJD2A Tudor: -22%; APE1 inh: 9%

How did O=C(Cn1nnc(-c2cccs2)n1)NCc1ccco1 do in these assays?
Pol iota inh: -28%; BLM inh: -1%; POLK inh: -2%; BAZ2B block: -3%; Pol beta inh: 15%; G9a inh: -4%; POLH inh: 5%; JMJD2A Tudor: -24%; APE1 inh: -4%

What do the screens show for `C=CCC(C#Cc1ccc(C)cc1)N(CC)CC` (stereo not given)?
Pol iota inh: 12%; BLM inh: 2%; POLK inh: -13%; BAZ2B block: -2%; Pol beta inh: 27%; G9a inh: 9%; POLH inh: -2%; JMJD2A Tudor: -9%; APE1 inh: 2%

Among those listed so far, these contain a furan ring, fused or not.
How did O=C(NCc1ccco1)/C(=C\c1cccs1)NC(=O)c1ccsc1 do in these assays?
Pol iota inh: inconclusive; BLM inh: -2%; POLK inh: -41%; BAZ2B block: -32%; Pol beta inh: inconclusive; G9a inh: -2%[59 µM]; POLH inh: inconclusive; JMJD2A Tudor: -29%; APE1 inh: 0%

Results for Cc1ccc(C(=O)Nc2ccc3c(c2)OCO3)cc1NC(=O)c1ccco1 ?
Pol iota inh: 42%[activator]; BLM inh: -7%; POLK inh: 3%; BAZ2B block: inconclusive; Pol beta inh: -1%; G9a inh: -2%; POLH inh: 8%; JMJD2A Tudor: -14%; APE1 inh: 11%

How did O=C(Cn1nnc(-c2cccs2)n1)NCc1ccco1 do in these assays?
Pol iota inh: -28%; BLM inh: -1%; POLK inh: -2%; BAZ2B block: -3%; Pol beta inh: 15%; G9a inh: -4%; POLH inh: 5%; JMJD2A Tudor: -24%; APE1 inh: -4%
